Screens (PubChem BioAssay)
Pf growth 96h: inhibits malaria parasite growth, 96 h; P. falciparum luciferase reporter growth, 96 h; Potency, µM (doses to about 28.7 µM), inactives show at the highest dose activity change, negative = inhibition, usual class: inhibitors; 6.9% of 320,000 active; AID 504834; note: potency is the fitted concentration of half-maximal effect; % is set by controls: 0 for no effect and ±100 for the full control effect
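Erythrocytes infected with luciferase-expressing P. falciparum were dispensed at 2% hematocrit and 0.05% parasitemia (final), then incubated with compounds 96 hours at 37 C in 5% CO2. Luminescence after detection reagent addition reported growth.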
Pf growth 48h: inhibits P. falciparum growth in the first generation, 48 h; P. falciparum luciferase growth in erythrocytes, 48 h; Potency, µM (top dose mostly 28.7 µM), without a hit: top-dose activity change, negative = inhibition, most hits filed as inhibitors; 5.9% of 310,000 active; AID 504832; note: potency is the fitted concentration of half-maximal effect; % is set by controls: 0 for no effect and ±100 for the full control effect
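Luciferase-expressing P. falciparum in infected erythrocytes (2% hematocrit, 0.1% parasitemia final) in RPMI 1640/0.5% Albumax were exposed to compound for 48 hours at 37 C, 5% CO2; growth read as luminescence.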
Sm TGR inh: S. mansoni TGR enzyme inhibition | Q962Y6 | purified TGR, DTNB reduction, TNB absorbance 405 nm | Potency, µM (series often up to 114 µM), without a hit: at the top dose activity change, negative = inhibition, usual class: inhibitors | 3% of 360,000 active | AID 485364; note: potency is the fitted concentration of half-maximal effect; % is set by controls: 0 for no effect and ±100 for the full control effect; nearly all actives have a fitted effect of over 60% in size
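First, TGR (20 nM dispensed) and NADPH were mixed with compound. Second, a 15 min room-temperature incubation followed. Third, further NADPH and then DTNB were added to start the reaction. Finally, TNB absorbance was monitored kinetically.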
CHX counter: affects cycloheximide protein synthesis inhibition readout, counter-screen. cell reporter, cycloheximide protein synthesis inhibition counterscreen. max response, %. 12% of 300,000 active; in the data active = max response mostly above about 13%, no sharp cut-off; inactive = mostly below about 14%; note: read at 38.3 µM for the half of the compounds with a filed dose; 0% is about no effect
Shiga inhibitor: blocks Shiga toxin action in Vero cells | Vero cells, Shiga toxin protein synthesis inhibition reporter | inhibition, % at 38.7 µM | 9.2% of 290,000 active | AID 2315; in the data active = inhibition mostly above about 28%, no sharp cut-off; inactive = mostly below about 43%; note: 0% is about no effect
FBPA Giardia inh: blocks Giardia fructose-bisphosphate aldolase activity; 0.71% of 290,000 active; Potency, µM (doses to about 59.6 µM), for inactives: at the top dose activity, negative = inhibition, most hits filed as inhibitors; A8B2U2; purified Giardia FBPA; note: potency is the fitted concentration of half-maximal effect; % is set by controls: 0 for no effect and ±100 for the full control effect; nearly all actives have a fitted effect of over 55% in size
Target sequence (A8B2U2 whole entry, looked up): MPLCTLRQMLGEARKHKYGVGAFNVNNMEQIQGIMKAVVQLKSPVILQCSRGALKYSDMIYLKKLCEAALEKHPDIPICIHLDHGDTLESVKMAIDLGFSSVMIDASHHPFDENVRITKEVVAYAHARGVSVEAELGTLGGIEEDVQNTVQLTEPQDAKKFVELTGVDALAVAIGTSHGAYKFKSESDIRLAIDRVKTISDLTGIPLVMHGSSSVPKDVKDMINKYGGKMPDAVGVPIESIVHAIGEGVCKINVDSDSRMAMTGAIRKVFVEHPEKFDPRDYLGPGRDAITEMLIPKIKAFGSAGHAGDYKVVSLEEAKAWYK
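Giardia FBPA (40 nM reagent) was preincubated 10 min at RT with compound (up to 57.5 uM final), then substrate plus GAPDH/TPI/NAD/arsenate coupling system with diaphorase/resazurin was added; resorufin fluorescence (525/598 nm) was read after 20 min.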
Starred values were filed as active, the others as inactive; & = joins results of further samples; [ ] = remark or other dose. Unless noted, calls come from the whole dose curve; as a rule, active = well fitted curve in the direction sought with a large enough effect; inconclusive = small, poorly fitted or top-dose-only effect, or another doubt; inactive = no such curve, though single readings can be large; an effect the other way counts as inactive or inconclusive.

What do the screens show for `COc1cc(/C=C/C(=O)OCC(=O)Nc2nnc(-c3ccccc3)o2)cc(OC)c1OC`?
Pf growth 96h: inconclusive; Pf growth 48h: 14%; Sm TGR inh: 1%

Results for O=C(CCCOc1ccccc1)OCn1nnc2ccccc2c1=O ?
Pf growth 96h: 1%; Pf growth 48h: 3%; Sm TGR inh: -30%; CHX counter: 6; Shiga inhibitor: -3; FBPA Giardia inh: -1%

How did N#C/C(=C\c1cccc([N+](=O)[O-])c1)C(=O)NCC1CCCO1 (configuration not stated) do in these assays?
Pf growth 96h: -22%; Pf growth 48h: 28%; Sm TGR inh: 8%; CHX counter: 5; Shiga inhibitor: 15; FBPA Giardia inh: -7%

Results for CCCCN(C)C(=O)C(Cc1ccccc1)NS(=O)(=O)c1ccc2c(c1)CCC(=O)N2 (configuration not stated) ?
Pf growth 96h: inconclusive; Sm TGR inh: 1%; CHX counter: -2; Shiga inhibitor: -17; FBPA Giardia inh: 2%

Results for CCC(C(=O)OC)n1cnc2scc(-c3ccc(C)c(C)c3)c2c1=O (configuration not stated) ?
Pf growth 96h: 0%; Pf growth 48h: 13µM*; Sm TGR inh: 12%; CHX counter: 3; FBPA Giardia inh: 6%

What do the screens show for `CCOc1cc(N2CCOCC2)c(OCC)cc1NC(=O)C(NC(=O)c1ccco1)C(C)C` (configuration not stated)?
Pf growth 96h: -2%; Sm TGR inh: 6%[11.4 µM]; CHX counter: 1; Shiga inhibitor: -13; FBPA Giardia inh: -20%

How did COc1ccccc1OC(C)C(=O)Nc1ccccc1C(=O)NCC1CCCO1 (configuration not stated) do in these assays?
Pf growth 96h: 18%; Pf growth 48h: -19%; Sm TGR inh: 6%; CHX counter: -4; Shiga inhibitor: -8; FBPA Giardia inh: 9%

How did Nc1c(Cl)ncnc1N/N=C/c1cccnc1 do in these assays?
Pf growth 96h: 7%; Pf growth 48h: 25%; Sm TGR inh: 50µM*; CHX counter: 15*; Shiga inhibitor: 14; FBPA Giardia inh: -26%

What do the screens show for `N#Cc1cc2cc3c(cc2nc1SCC(=O)N1CCOCC1)OCCO3`?
Pf growth 96h: 10%; Pf growth 48h: 0%; Sm TGR inh: -3%; CHX counter: 52*; Shiga inhibitor: 74*

Results for CCCCCC(=O)Nc1ccc(-c2csc(C)n2)cc1 ?
Pf growth 96h: 0%; Pf growth 48h: 62%[activator]; Sm TGR inh: -20%; CHX counter: 46*; Shiga inhibitor: 77*; FBPA Giardia inh: -11%

How did Cc1cccc(COCC(Cc2ccccc2)N2CCN(C(=O)c3cccc(Cl)c3)CCC2=O)c1 (configuration not stated) do in these assays?
Pf growth 96h: 12µM*; Pf growth 48h: inconclusive; Sm TGR inh: -16%; CHX counter: -3; Shiga inhibitor: -17; FBPA Giardia inh: 0%

How did Cc1noc(NS(=O)(=O)c2ccc(NC(=O)CSc3nnc(-c4ccccc4)n3C3CCCCC3)cc2)c1C do in these assays?
Pf growth 48h: 12%; Sm TGR inh: 9%; CHX counter: -6; Shiga inhibitor: -16; FBPA Giardia inh: inconclusive

What do the screens show for `C/C(=N/Nc1nc(-c2ccccc2)cc(-c2ccc(F)cc2)n1)c1cccc(N)c1`?
Pf growth 96h: -7%; Pf growth 48h: inconclusive; Sm TGR inh: -9%; CHX counter: 16; Shiga inhibitor: 9; FBPA Giardia inh: -2%

Results for Cc1nc2ccccc2nc(C)c1=NO ?
Pf growth 96h: 51%[activator]; Pf growth 48h: 30%; Sm TGR inh: 0%; CHX counter: 51*; Shiga inhibitor: 114*; FBPA Giardia inh: inconclusive

How did O=Cc1c(C(=O)O)n(Cc2ccc(F)cc2Cl)c2ccccc12 do in these assays?
Pf growth 96h: inconclusive; Pf growth 48h: 7%; Sm TGR inh: -9%; CHX counter: -2; Shiga inhibitor: -5; FBPA Giardia inh: 5%

The closing five entries of the section above open the next one:
How did Cc1cccc(COCC(Cc2ccccc2)N2CCN(C(=O)c3cccc(Cl)c3)CCC2=O)c1 (configuration not stated) do in these assays?
Pf growth 96h: 12µM*; Pf growth 48h: inconclusive; Sm TGR inh: -16%; CHX counter: -3; Shiga inhibitor: -17; FBPA Giardia inh: 0%

How did Cc1noc(NS(=O)(=O)c2ccc(NC(=O)CSc3nnc(-c4ccccc4)n3C3CCCCC3)cc2)c1C do in these assays?
Pf growth 48h: 12%; Sm TGR inh: 9%; CHX counter: -6; Shiga inhibitor: -16; FBPA Giardia inh: inconclusive

What do the screens show for `C/C(=N/Nc1nc(-c2ccccc2)cc(-c2ccc(F)cc2)n1)c1cccc(N)c1`?
Pf growth 96h: -7%; Pf growth 48h: inconclusive; Sm TGR inh: -9%; CHX counter: 16; Shiga inhibitor: 9; FBPA Giardia inh: -2%

Results for Cc1nc2ccccc2nc(C)c1=NO ?
Pf growth 96h: 51%[activator]; Pf growth 48h: 30%; Sm TGR inh: 0%; CHX counter: 51*; Shiga inhibitor: 114*; FBPA Giardia inh: inconclusive

How did O=Cc1c(C(=O)O)n(Cc2ccc(F)cc2Cl)c2ccccc12 do in these assays?
Pf growth 96h: inconclusive; Pf growth 48h: 7%; Sm TGR inh: -9%; CHX counter: -2; Shiga inhibitor: -5; FBPA Giardia inh: 5%

Results for CC(C)Cn1c(N)c(C(=O)CSc2n[nH]c(N)n2)c(=O)n(C)c1=O ?
Pf growth 96h: 42%[activator]; Pf growth 48h: 3%; Sm TGR inh: -13%

How did CCC(Oc1ccccc1)C(=O)NC1C(=O)N2C1SC(C)(C)C2C(=O)O (configuration not stated) do in these assays?
Pf growth 96h: 6%&-5%; Pf growth 48h: -1%&1%; CHX counter: -4; Shiga inhibitor: 11; FBPA Giardia inh: 0%

What do the screens show for `CCC(=O)c1ccc(OCC(=O)OCC(=O)N2CCc3ccccc32)cc1`?
Pf growth 96h: 2%; Pf growth 48h: 18%; Sm TGR inh: 6%

What do the screens show for `COCCNC(=O)c1cc(Sc2nnc(C)s2)nc2ccccc12`?
Pf growth 96h: -2%; Pf growth 48h: 4%; Sm TGR inh: 2%; CHX counter: -1; Shiga inhibitor: 19; FBPA Giardia inh: 1%

Results for Cc1ccc(N2NC(=O)/C(=C/C=C/c3ccco3)C2=O)cc1C ?
Pf growth 96h: inconclusive; Pf growth 48h: 24%; Sm TGR inh: -16%; CHX counter: 11; Shiga inhibitor: 21; FBPA Giardia inh: -3%

How did CCC1=C(OC(=O)N(CC)CC)N2C(=O)OC(=NCCOC)[C@]2(Cc2ccccc2)[C@H]2C1=CC[C@H]1C(=O)NC(=O)[C@H]12 do in these assays?
Pf growth 96h: inconclusive; Pf growth 48h: 9.3µM*; Sm TGR inh: 10%; CHX counter: -6; Shiga inhibitor: 4; FBPA Giardia inh: 3%&1%

Results for COc1ccc(C(=O)OCC(=O)NCCCc2ccccc2)cc1[N+](=O)[O-] ?
Pf growth 96h: 22%; Pf growth 48h: 15%; CHX counter: 5; Shiga inhibitor: 12; FBPA Giardia inh: 3%

Results for CCC(=O)N1c2ccccc2NC2=C(C(=O)CC(C)(C)C2)C1c1ccc(O)c(OC)c1 (configuration not stated) ?
Pf growth 96h: 11%; Pf growth 48h: 11%; Sm TGR inh: -18%; CHX counter: -1; Shiga inhibitor: 8; FBPA Giardia inh: 3%

How did COC(=O)c1ccc(CSc2nnc(N)s2)o1 do in these assays?
Pf growth 96h: 0%; Pf growth 48h: 39%[activator]; Sm TGR inh: 0%; CHX counter: 13*; Shiga inhibitor: -11; FBPA Giardia inh: -7%

What do the screens show for `COc1cc(C(c2c(O)cc(C)[nH]c2=O)c2c(O)cc(C)[nH]c2=O)ccc1O`?
Pf growth 96h: 40%; Pf growth 48h: 20%; Sm TGR inh: -27%; CHX counter: -2; Shiga inhibitor: 6; FBPA Giardia inh: 8%

Results for CCN(CC)P(=O)(c1ccccc1)c1c(C)nc2ccccn12 (configuration not stated) ?
Pf growth 96h: -8%; Pf growth 48h: -27%; Sm TGR inh: -1%; CHX counter: 2; Shiga inhibitor: -2; FBPA Giardia inh: -8%

How did O=C(Nc1ccc2c(c1)OCO2)c1ccncc1 do in these assays?
Pf growth 96h: inconclusive; Pf growth 48h: 36%[activator]; Sm TGR inh: -29%; CHX counter: 15; Shiga inhibitor: 18; FBPA Giardia inh: 4%

How did COc1ccc(NC(=O)CSCC(=O)OCc2cccc(OC)c2OC)cc1 do in these assays?
Pf growth 96h: 1%; Pf growth 48h: 7%; Sm TGR inh: 4%

What do the screens show for `Cc1noc(C)c1C(=O)NCCCc1ccccc1`?
Pf growth 48h: -1%; Sm TGR inh: 8%; CHX counter: 0; Shiga inhibitor: -8; FBPA Giardia inh: 3%

What do the screens show for `Cc1ccc(C(C[N+](=O)[O-])c2c(C)cc3ccccn23)cc1` (configuration not stated)?
Pf growth 96h: inconclusive; Pf growth 48h: inconclusive; Sm TGR inh: -32%; CHX counter: -2; Shiga inhibitor: 7; FBPA Giardia inh: -14%

Results for Brc1ccc(C2=CC(c3ccco3)n3nnnc3N2)cc1 (configuration not stated) ?
Pf growth 96h: 11%; Pf growth 48h: 25%; Sm TGR inh: -18%; CHX counter: 16*; Shiga inhibitor: 57*; FBPA Giardia inh: 4%

What do the screens show for `Cc1nn(Cc2ccccc2Cl)c(C)c1C(=O)N(C)CC(=O)Nc1cccc(F)c1`?
Pf growth 96h: inconclusive; Pf growth 48h: 13µM*; Sm TGR inh: -29%

Results for CC1CC(C)CN(C(=O)COC(=O)C2CCN(S(=O)(=O)c3c(Cl)cccc3Cl)CC2)C1 (configuration not stated) ?
Pf growth 96h: 9%; Pf growth 48h: inconclusive; Sm TGR inh: 0%

How did COC(C/C=C/[C@@H](O)COCc1ccccc1)OC do in these assays?
Pf growth 96h: 70%[activator]; Pf growth 48h: 0%; Sm TGR inh: -28%; CHX counter: 7; Shiga inhibitor: -1; FBPA Giardia inh: 10%

How did COc1ccc(C(C)=O)cc1COC(=O)CNC(=O)c1ccc(Cl)cc1 do in these assays?
Pf growth 96h: 0%; Pf growth 48h: 20%; Sm TGR inh: 3.2µM*; CHX counter: 4; Shiga inhibitor: -4; FBPA Giardia inh: -2%

Results for CCCCc1n[nH]c2c1/C(=N/O)CC(C)(C)C2 ?
Pf growth 96h: -6%; Pf growth 48h: 18%; Sm TGR inh: -6%; CHX counter: 9; Shiga inhibitor: 13; FBPA Giardia inh: 1%

What do the screens show for `CCOC(=O)c1c(-c2ccco2)csc1N`?
Pf growth 48h: 0%; Sm TGR inh: inconclusive; CHX counter: 9; Shiga inhibitor: 4; FBPA Giardia inh: inconclusive

What do the screens show for `CCC(=O)Nc1cc(ON=C(C)C)cc([N+](=O)[O-])c1`?
Pf growth 96h: -24%; Pf growth 48h: 43%[activator]; Sm TGR inh: 0%; CHX counter: -3; Shiga inhibitor: -12; FBPA Giardia inh: -9%

How did O=C(CCCOc1ccc(Br)cc1)Nc1ccc(S(=O)(=O)N2CCOCC2)cc1 do in these assays?
Pf growth 96h: 8.3µM*; Pf growth 48h: inconclusive; Sm TGR inh: 2%

What do the screens show for `CCOC(=O)c1ccc(NC(=O)CC2C(=O)N(c3cccc(OC)c3)C(=O)N2CCOC)cc1` (configuration not stated)?
Pf growth 48h: -7%; Sm TGR inh: -6%; CHX counter: -3; Shiga inhibitor: -8; FBPA Giardia inh: -2%

What do the screens show for `COc1cccc(-c2cc(C(F)(F)F)nc(NCc3ccco3)n2)c1`?
Pf growth 96h: inconclusive; Pf growth 48h: inconclusive; Sm TGR inh: -1%; CHX counter: 11; Shiga inhibitor: 18; FBPA Giardia inh: -2%

What do the screens show for `N#Cc1c(SCC(=O)Nc2ccc(Cl)cc2Cl)sc2c(O)cc(=O)[nH]c12`?
Pf growth 96h: 6%; Pf growth 48h: 2.9µM*; Sm TGR inh: -11%; CHX counter: -3; Shiga inhibitor: 14; FBPA Giardia inh: -16%
